IL-2 act: IL-2 activation | IL-2 activation reporter assay, cell-based qHTS; stimulated with anti-CD3/CD4/CD28 beads; in transgenic mouse T cells | activation, % (series mostly up to about 46 µM) | 360,000 compounds, 0.065% hits; in the data active means activation above about 50%; inconclusive means mostly about 30% to 49%; further: 0% is about no effect
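Screening format: compound pinned onto unstimulated transgenic mouse T cells, 60 min incubation, then anti-CD3/anti-CD4/anti-CD28 bead stimulation for 18 hours at 37 degrees C, followed by EGFP and DsRed detection.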
PI5P4Ka inh: inhibitors of human PI5P4K alpha; P48426; PI5P4Kalpha enzyme, ADP-Glo luminescence, 60 min; hits give low values; max response, %; 330,000 compounds, 1.2% hits; AID 652105; active means max response of -50% or lower; inconclusive means between -30% and -50%; inactive means -30% or higher; further: value at the top dose of about 77 µM; on the % scale 0 is the no-effect control and ±100 the full control effect
Target sequence (P48426 whole entry, looked up): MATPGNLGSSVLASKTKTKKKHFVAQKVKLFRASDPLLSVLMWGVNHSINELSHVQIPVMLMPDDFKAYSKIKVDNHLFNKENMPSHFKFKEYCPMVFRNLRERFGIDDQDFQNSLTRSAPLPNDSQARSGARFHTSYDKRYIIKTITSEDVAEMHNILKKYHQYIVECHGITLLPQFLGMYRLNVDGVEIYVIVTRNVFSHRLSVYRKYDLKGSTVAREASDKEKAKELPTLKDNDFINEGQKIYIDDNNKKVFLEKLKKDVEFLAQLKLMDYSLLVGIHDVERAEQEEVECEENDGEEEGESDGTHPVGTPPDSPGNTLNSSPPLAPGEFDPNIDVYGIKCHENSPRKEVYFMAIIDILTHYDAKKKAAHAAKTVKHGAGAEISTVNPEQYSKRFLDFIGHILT
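Single end-point luminescence (ADP-Glo) quantified ADP from PI5P4Kalpha turnover; ATP 5 microM final, 1 h at RT, 0.1% CHAPS and 0.28 mM EGTA in HEPES pH 7.4.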
EPAC1 antagonist: EPAC1 (human) antagonism. O95398. EPAC1 GEF assay, Rap1b-BODIPY-GDP exchange fluorescence. Potency, µM (titrated, usually from 115 µM), for the others: at the highest dose activity change, negative = inhibition, usual class: inhibitors. 360,000 compounds, 0.14% hits. AID 720709;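 further: potency means the concentration at half of the fitted maximal effect; plate controls were vehicle for no effect and positive control for full effect; nearly all actives have a fitted effect of over 50% in size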
EPAC1 agonist: agonists of human EPAC1; O95398; EPAC1 agonist qHTS, biochemical assay; response scale: 100% = response to 6.5 mM cAMP; Potency, µM (series often up to 154 µM), inactives show at the highest dose activation, hits mostly activators; 360,000 compounds, 0.073% hits; AID 720707; further: potency means the concentration at half of the fitted maximal effect; nearly all actives have a fitted effect of over 60% in size
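Nucleotide exchange assay: 100 nM EPAC1 with 250 nM Rap1B loaded with BODIPY-GDP and 50 uM GDP, room temperature. Fluorescence (480/540 nm) read every 5 min for 30 min; signal change normalized to 6.5 mM cAMP as full agonist.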
FUS suppressor: FUS proteinopathy suppression in yeast. S. cerevisiae FUS-expressing, growth rescue, OD600, 24 h. Potency, µM (titrated, usually from 76.6 µM), for inactives: at the top dose growth rescue (activation), hits mostly activators. 390,000 compounds, 0.24% hits;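 further: potency means the concentration at half of the fitted maximal effect; plate controls were DMSO vehicle for no effect and reference control for full effect; nearly all actives have a fitted effect of over 55% in size; some results filed as inactive show a strong effect at the top dose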
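Cultures pregrown in 2.5% raffinose medium are shifted to minimal medium containing 2% galactose to express toxic FUS. Compounds are tested at several concentrations. After 24hr at 30C, growth is quantified at 600 nm absorbance.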
aSyn yeast inh: rescues yeast growth from alpha-synuclein toxicity | Yeast expressing alpha-synuclein, growth rescue, BacTiter-Glo, 24 h | Potency, µM (highest dose often 46.1 µM), inactives show top-dose growth rescue (activation), hits mostly activators | 370,000 compounds, 0.14% hits | AID 652106; further: potency means the concentration at half of the fitted maximal effect; % of control where 0% means no effect; nearly all actives have a fitted effect of over 65% in size
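Readout is rescue of growth in alpha-synuclein-expressing yeast, so inhibitors of toxicity appear as activators. Growth after 24 hr at 30 deg C in galactose medium is quantified by luminescence.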
PLK1 PBD inh: blocks phosphopeptide binding to human PLK1 polo-box domain. P53350. 360,000 compounds, 2.8% hits. Potency, µM, for the others: max response, negative = inhibition, usual class: inhibitors. Plk1 PBD binding of FITC phosphopeptide, fluorescence polarization; further: potency means the concentration at half of the fitted maximal effect; series mostly up to about 57 µM; on the % scale 0 is the no-effect control and ±100 the full control effect; nearly all actives have a fitted effect of over 65% in size
Target sequence (P53350 whole entry, looked up, the tested form may be a part): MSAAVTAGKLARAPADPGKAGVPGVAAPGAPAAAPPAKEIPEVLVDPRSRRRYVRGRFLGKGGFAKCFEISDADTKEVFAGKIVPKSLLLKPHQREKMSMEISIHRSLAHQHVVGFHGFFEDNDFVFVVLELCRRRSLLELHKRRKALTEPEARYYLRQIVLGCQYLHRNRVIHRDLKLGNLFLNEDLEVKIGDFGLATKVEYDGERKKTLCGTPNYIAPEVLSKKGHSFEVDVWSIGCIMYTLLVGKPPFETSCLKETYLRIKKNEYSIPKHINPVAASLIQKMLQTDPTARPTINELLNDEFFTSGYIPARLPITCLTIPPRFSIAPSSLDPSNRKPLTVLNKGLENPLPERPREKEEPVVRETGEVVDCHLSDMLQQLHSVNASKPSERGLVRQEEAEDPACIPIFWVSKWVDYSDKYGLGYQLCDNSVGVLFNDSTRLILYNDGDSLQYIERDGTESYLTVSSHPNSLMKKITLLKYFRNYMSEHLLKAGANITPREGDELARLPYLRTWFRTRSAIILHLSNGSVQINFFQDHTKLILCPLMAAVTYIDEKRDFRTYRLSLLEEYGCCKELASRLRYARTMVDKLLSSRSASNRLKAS
Abeta rescue: restores growth of yeast expressing A-beta42 peptide; yeast expressing A-beta42, growth rescue, OD600, 48 h; response scale: 0% DMSO, 100% iron-clioquinol control; Potency, µM (doses to about 46.1 µM), without a hit: top-dose growth rescue, actives largely listed as activators; 410,000 compounds, 0.063% hits; AID 1347071; further: potency means the concentration at half of the fitted maximal effect; nearly all actives have a fitted effect of over 55% in size
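Yeast growth medium received pinned compounds, then yeast cells expressing toxic A-beta were added; plates incubated at 30 C for 48 hr. Growth read as absorbance at 600 nm, normalized to DMSO and equimolar FeCl3 plus clioquinol controls.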
WRN inhibitor: blocks human WRN helicase | Q14191 | WRN helicase unwinding, fluorescent forked duplex, kinetic | Potency, µM (series often up to 114 µM), without a hit: at the top dose activity change, negative = inhibition, hits mostly inhibitors | 360,000 compounds, 0.46% hits; further: potency means the concentration at half of the fitted maximal effect; on the % scale 0 is the no-effect control and ±100 the full control effect; nearly all actives have a fitted effect of over 55% in size
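Enzyme (20 nM final) and test compound sit together 15 min at room temperature before substrate addition. Substrate is a single-forked duplex oligonucleotide (100 nM) labelled with fluorophore and quencher, with 2 mM ATP; helicase unwinding raises red fluorescence, read kinetically.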
The depositor's hits bear a star; ? = inconclusive; . = not tested or not shown; & = joins results of further samples. Unless noted, the call rests on the fitted dose curve; in most records, active means well fitted curve in the direction sought with a large enough effect; inconclusive means small, poorly fitted or top-dose-only effect, or another doubt; inactive means no such curve, though single readings can be large; an effect the other way counts as inactive or inconclusive.

SMILES | IL-2 act | PI5P4Ka inh | EPAC1 antagonist | EPAC1 agonist | FUS suppressor | aSyn yeast inh | PLK1 PBD inh | Abeta rescue | WRN inhibitor
CCOP(=O)(OCC)C(Nc1ccccc1)c1cc(OC)ccc1OC (stereo not drawn) | 1.1 | -5 | -5% | 1% | . | -6% | -17% | 13% | 5%
Cc1cn(S(=O)(=O)c2ccc(Br)cc2)cn1 | 1.7 | 0 | 3% | -2% | -19% | -1% | -9% | 6% | -3%
O=C1CC(=O)Nc2cc(S(=O)(=O)N3CCOc4ccccc43)ccc2N1 | -2.7 | -3 | -4% | -4% | -14%&-4% | 16% | -15% | -14%&-14% | 0%
CN(C)C(=O)CCc1ccc2c3c([nH]c2c1)[C@]1(C)[C@@H](C(=O)N2CCCCC2)C[C@H](CC(=O)NCCc2ccccn2)C(=O)N1CC3 | 0.1 | -4 | 5% | -13% | -5% | -1% | -9% | -6% | -4%
CN(C)/C=C(/C(=O)c1ccccc1Cl)S(C)(=O)=O | 0.3 | -12 | -8% | 9% | 29% | -5% | -23% | -1% | -26%
OC[C@@H]1[C@@H](c2ccc(Cl)cc2)C(c2ccccc2)=NN1c1ccccc1 | -1.0 | 0 | -21% | -6% | 34% | 1% | -5% | 3% | -8%
COc1cc(NC2c3ncccc3C(=O)N2Cc2ccco2)cc(OC)c1OC (stereo not drawn) | -3.3 | 3 | -9% | -3% | 18% | -10% | ? | 8% | -7%
Nc1nc2c(Cl)ccc(Cl)c2s1 | -5.1 | 1 | 6% | -10% | -7% | 2% | -3% | 0% | 0%
COCCCn1cc(C(=O)c2cc(OC)ccc2OCC(=O)Nc2cc(C)on2)cc(C#N)c1=O | -0.8 | -8 | 2% | 0% | 9% | 3% | -5% | 15% | 6%
CCCn1nnnc1SCC(=O)N1CCOCC1 | -1.6 | 3 | -6% | -5% | -11% | 0% | 1% | 14% | -6%
COc1ccccc1CN1CC(C(=O)NCc2ccc(C)c(F)c2)CCC1=O (stereo not drawn) | 1.2 | 4 | -13% | 9% | 0% | 0% | -2% | 4% | -4%
O=C(Nc1ccncc1)c1ccc(-c2ccccc2)cc1 | -3.8 | 1 | -15% | -6% | -28% | 0% | -17% | -21% | -11%
CCCCc1nc2cc(C(=O)N3CCCCC3CCO)ccc2o1 (stereo not drawn) | 0.4 | -5 | -1% | -6% | 21% | 1% | -14% | -4% | -28%
COc1cc(OC)c2c(-c3cccc(-c4ccc(OC)c(OC)c4)c3)cc(=O)oc2c1 | 0.5 | -4 | -15% | 3% | -10% | 10% | -6% | 1% | -8%
CC(c1ccccc1)c1nnc(NC(=O)Nc2ccccc2F)s1 (stereo not drawn) | -2.9 | -1 | -1% | -6% | -10% | 0% | 3% | 2% | -3%
Cc1ccc(N2C(=O)Nc3ccccc3S2(=O)=O)cc1Cl | -5.6 | -6 | -4% | 1% | 9% | 10% | 6% | -1% | -14%
Clc1cccc(CSc2nccn2-c2ccccc2)c1 | -1.4 | 10 | -3% | -3% | . | 1% | -2% | 3% | -12%
O=C(NCCN1CCOCC1)C(=O)NCc1ccco1 | 0.8 | 0 | 8% | 8% | -6% | 0% | -6% | -4% | 0%
CCc1cc2cc(C)cc(C)c2nc1SCC(=O)N1CCN(C(=O)c2ccco2)CC1 | 0.9 | -1 | 2% | 18% | 3% | 24% | -8% | -3% | 1%
COc1cc(/C=C2\SC(=S)N(CCC(=O)Nc3ccccn3)C2=O)cc(OC)c1OC | -0.7 | 0 | 10% | -2% | -19% | 9% | -24% | -18% | 7%
CCCCN(CC)CCNC(=O)c1cc2c(C)nc3ccccc3c2o1 | -3.1 | -2 | -5% | 4% | -19% | 0% | -1% | -5% | 13%
N#C/C(=C/c1ccc(-c2ccc([N+](=O)[O-])cc2)o1)c1nnc(N2CCOCC2)n1-c1ccccc1 | 14 | -1 | 9% | 15% | . | -7% | -3% | 6% | -20%
COc1cccc(/C=N/NC(=O)CSc2cccc3cccnc23)c1 | 0.0 | -2 | -15% | 1% | -14% | 12% | ? | 13% | -3%
O=C(O)c1ccc(CNC(=O)c2ccccc2NC(=O)c2cccc([N+](=O)[O-])c2)cc1 | -1.9 | 9 | -5% | 2% | 14% | 5% | -2% | 6% | -8%
CCOc1cccc2sc(N(CCCN(C)C)C(=O)c3ccc(S(=O)(=O)N(CC)Cc4ccccc4)cc3)nc12 | -5.5 | 0 | -17% | -3% | 37% | -1% | 6% | -8% | -1%
Cc1ccc(CN(C)C(=O)CCc2c[nH]c3ccccc23)o1 | -2.0 | -1 | -22% | -5% | 7% | 6% | -8% | -1% | -20%
Cc1cccc(C(=O)NC(=S)N2CCN(C(=S)NC(=O)c3cccc(C)c3)CC2)c1 | -0.9 | -2 | -13% | -13% | 9% | 7% | -15% | 13% | -11%
Cc1ccc2c(c1)C(c1ccncc1)=NNC(c1ccc(F)cc1)=N2 | -0.4 | 4 | -13% | -3% | 26% | 12% | -5% | 4% | -6%
COc1ccc(OCC(=O)OCC(=O)NC2CCCCC2C)cc1 (stereo not drawn) | 1.1 | -4 | -13% | -5% | -2% | -1% | -6% | -23% | -11%
CCCOc1cc(C)c(S(=O)(=O)NCCOC)cc1C | -2.2 | . | -3% | 0% | 34% | 6% | -11% | 29% | -5%

Sorted by molar mass (falling): ten of the compounds above.
SMILES | IL-2 act | PI5P4Ka inh | EPAC1 antagonist | EPAC1 agonist | FUS suppressor | aSyn yeast inh | PLK1 PBD inh | Abeta rescue | WRN inhibitor
CCOc1cccc2sc(N(CCCN(C)C)C(=O)c3ccc(S(=O)(=O)N(CC)Cc4ccccc4)cc3)nc12 | -5.5 | 0 | -17% | -3% | 37% | -1% | 6% | -8% | -1%
COc1cc(/C=C2\SC(=S)N(CCC(=O)Nc3ccccn3)C2=O)cc(OC)c1OC | -0.7 | 0 | 10% | -2% | -19% | 9% | -24% | -18% | 7%
Cc1cccc(C(=O)NC(=S)N2CCN(C(=S)NC(=O)c3cccc(C)c3)CC2)c1 | -0.9 | -2 | -13% | -13% | 9% | 7% | -15% | 13% | -11%
CCCCN(CC)CCNC(=O)c1cc2c(C)nc3ccccc3c2o1 | -3.1 | -2 | -5% | 4% | -19% | 0% | -1% | -5% | 13%
COc1cccc(/C=N/NC(=O)CSc2cccc3cccnc23)c1 | 0.0 | -2 | -15% | 1% | -14% | 12% | ? | 13% | -3%
COc1ccc(OCC(=O)OCC(=O)NC2CCCCC2C)cc1 (stereo not drawn) | 1.1 | -4 | -13% | -5% | -2% | -1% | -6% | -23% | -11%
Cc1ccc2c(c1)C(c1ccncc1)=NNC(c1ccc(F)cc1)=N2 | -0.4 | 4 | -13% | -3% | 26% | 12% | -5% | 4% | -6%
CCCOc1cc(C)c(S(=O)(=O)NCCOC)cc1C | -2.2 | . | -3% | 0% | 34% | 6% | -11% | 29% | -5%
Cc1ccc(CN(C)C(=O)CCc2c[nH]c3ccccc23)o1 | -2.0 | -1 | -22% | -5% | 7% | 6% | -8% | -1% | -20%
O=C(NCCN1CCOCC1)C(=O)NCc1ccco1 | 0.8 | 0 | 8% | 8% | -6% | 0% | -6% | -4% | 0%

Additional results:
SMILES | IL-2 act | PI5P4Ka inh | EPAC1 antagonist | EPAC1 agonist | FUS suppressor | aSyn yeast inh | PLK1 PBD inh | Abeta rescue | WRN inhibitor
CCOC(=O)[C@]12CCCC=C1N(Cc1ccc(Cl)cc1Cl)C(=O)[C@H](CC(=O)NCCc1ccccc1OC)C2 | -0.9 | 11 | -12% | 1% | ? | 3% | -8% | 7% | -6%
CCOc1ccc(S(=O)(=O)N2CCCCC2)cc1NC(=O)Cc1ccccc1 | 0.5 | 0 | 2% | 2% | 7% | -11% | -1% | -12% | -11%
CCN(CC(=O)Nc1ccc(C(C)=O)cc1)CC(=O)Nc1cccc(OC)c1 | -0.7 | -5 | -19% | -6% | 11% | -1% | 0% | 12% | 0%
COc1cc(CN2CCCCC2)ccc1OCc1ccccc1 | 1.7 | -2 | 0% | 2% | 12% | 1% | -3% | -9% | -1%
COc1ccc([C@H]2CC(=O)C[C@@H](CCn3cc(-c4cccnc4)nn3)O2)cc1 | -0.7 | -1 | -9% | -10% | -4% | 0% | -8% | -10% | 7%
O=C(C[C@H]1C/C=C\C[C@@H](Cc2ccc(F)cc2)C(=O)O[C@@H](c2ccccc2)CNC1=O)NCCO | 0.2 | -2 | -5% | 6% | 4% | 1% | 2% | 3% | -3%
CCOC(=O)c1cc(NC(=O)c2ccoc2C)cc(C(=O)OCC)c1 | -2.1 | . | -16% | 23% | 10% | 3% | -8% | 18% | -8%
CC(=O)C[C@@H](O)CC(=O)[C@@H]1OC(=O)CCCCCCc2ccccc21 | -1.5 | 0 | 11% | -22% | 7% | 26% | -23% | -3% | -27%
C=CCSc1nnc(-c2c[nH]c3ccccc23)n1CCOC | 0.0 | . | -15% | 0% | 9% | 6% | -7% | -11% | 7%
O=C(COC(=O)Cc1ccc([N+](=O)[O-])cc1)NC1CCCCCC1 | 0.0 | -3 | -14% | -9% | 7% | -3% | -4% | 2% | 6%
COc1ccc(Cl)cc1NC(=O)c1ccc2c(SCC(=O)O)c3c(nc2c1)CCCC3 | -0.5 | -28 | -1% | -5% | 1% | 0% | -19% | -19% | -11%
CSC1=NCCN1C(=O)c1ccc2ccccc2c1 | -0.3 | 4 | -1% | 3% | -9% | -5% | -9% | -1% | -2%
O=C(Cc1ccccc1[N+](=O)[O-])NCc1ccncc1 | 3.3 | 5 | 4% | 1% | -8% | 3% | -1% | 4% | -4%
CCOC(=O)[C@]12CCCC=C1N(Cc1ccco1)C(=O)[C@H](CC(=O)NCc1cccc(C(F)(F)F)c1)C2 | -0.6 | -2 | -21% | -9% | 44% | 13% | -3% | 1% | -11%

Compound activity from PubChem.
